PglD DTNB: C. jejuni PglD acetyltransferase inhibitors, primary screen, biochemical, DTNB colorimetric, single point | inhibition, % at 12.5 µM | 360,000 tested, 0.098% active | UDP-N-acetylbacillosamine N-acetyltransferase PglD (Campylobacter jejuni) | purified PglD enzyme, DTNB colorimetric CoA detection | AID 602405, 2012; in the data active = inhibition above about 16%, passing the limit was not always enough; note: strong numbers were not always called active
CFTR F508del cor: F508del CFTR correction, initial screen, CFBE line, single point; CFBE cells, YFP halide quenching; stimulated with forskolin plus potentiator P3; % fluorescence drop versus neutral controls; activity (quench increase), % at 7.58 µM; 350,000 tested, 0.36% active; AID 720511, 2013;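 active = mean added fluorescence quench of at least 8% versus neutral control, with both replicates also reaching 8%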;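 note: cells transiently co-express mutant CFTR-F508del with the halide-sensitive YFP; corrector assay measuring rescue of mutant channel to the surface after 24 h compound exposure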
miR-122 sensor: miR-122 Renilla sensor signal increase in Huh7, primary screen, miR-122 inhibitor project, cell-based, single point, plate reader. Huh7 miR-122 Renilla luciferase sensor, 48 h; neutral wells = 0, positive control = 100. activation (reporter increase), % at 12.5 µM. 340,000 tested, 0.3% active;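 active = mean replicate activation score at least 90 and every replicate individually at or above 90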;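 note: higher luciferase means less miR-122 activity so hits act as miR-122 inhibitors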
Cneo AK release: Cryptococcus neoformans cell lysis inducers, primary screen, AK release luminescence, single concentration; lysis activity, % at 15 µM; C. neoformans lysis, adenylate kinase release luminescence, 4 h; normalised: neutral wells 0, clomiphene wells 100; 360,000 tested, 0.2% active;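 active = mean lysis activity across replicates of at least 80%, whatever share of replicates individually reach that level; inactive = mean lysis activity below 80%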
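Material – log-phase Cryptococcus neoformans yeast cells · Input – 5 × 10^6 yeast cells/mL · Medium – fresh YPD growth medium · Doses – single compound concentration per well · Timing – static 4 h at 37 °C with compound, 1 h detection · Detection – adenylate kinase release luminescence · Read-out – signal increase indicating cell lysis · Control set – Clomiphene as positive lysis control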
C2C12 statin: suppressors of statin myotoxicity in C2C12 myotubes, primary screen, cell-based, single point, plate reader | C2C12 myotubes + simvastatin, ATP luminescence, 48 h; scaled: DMSO 0, geranylgeraniol control 100 | rescue of ATP level, % at 7.49 µM | 330,000 tested, 0.78% active | AID 602340, 2012;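 active = mean ATP rescue above about 67%, or every replicate alone reaching that limit, limit read from the data, passing the limit was not always enough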;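 note: myotubes were challenged with 10 µM simvastatin during compound exposure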
GSIS activator: GLuc luminescence reporter in INS-1E cells, primary screen for activators of glucose-dependent secretion of insulin | INS-1E GLuc reporter insulin secretion, 2-3 h | activation, % at 16.6 µM | 370,000 tested, 0.61% active;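 active = lowest replicate activation of at least 40%, so every replicate reaches that level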;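 note: 0% = median of neutral control wells and 100% = median of IBMX positive control wells; some compounds called inactive have numbers as strong as hits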
PGC1a acetyl inh: inhibitors of PGC1a acetylation signal, primary screen, cell-based, U2OS, AlphaScreen, inhibitor mode; AlphaScreen anti-acetyl-lysine; with virally co-expressed GCN5 acetyltransferase; inhibition, % at 15.6 µM; 350,000 tested, 0.17% active; AID 651687, 2012;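 active = every replicate shows inhibition of at least 40%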;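 note: 0% = neutral control wells and 100% = positive control wells; some results beyond the cut were filed as inactive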
FN deposition inh: inhibitors of fibronectin matrix deposition, primary screen, AH1F cells, Alexa488-fibronectin fluorescence, plate reader; inhibition, % at 12.6 µM; 350,000 tested, 0.086% active; AID 743247, 2014; AH1F fibroblasts, overnight;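 active = mean inhibition across replicates of 30% or more, regardless of how many single replicates reach that level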;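 note: positive control wells lacked labelled fibronectin entirely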
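Assay system: AH1F fibroblasts / Quantity: 10000 cells per well / Medium: DMEM plus 2% serum, read in PBS / Reagent: labelled fibronectin 24 nM / Dosing: single dose, pinned / Times: 1 h cell attachment, overnight exposure to compound and label / Signal: fluorescence, ex 485 nm, em 525 nm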
Numbers without * were called inactive; . = not tested or not shown; & = joins results of further samples; [ ] = another dose, or the depositor's remark.

SMILES | PglD DTNB | CFTR F508del cor | miR-122 sensor | Cneo AK release | C2C12 statin | GSIS activator | PGC1a acetyl inh | FN deposition inh
C/C=C1\NC(=O)[C@H](C)NC(=O)[C@@H](NC(=O)[C@H](Cc2ccc(O)cc2)NC(=O)[C@@H](NC(=O)/C(C)=C/C)C(C)C)[C@@H](C)OC(=O)[C@H](CC(C)C)NC(=O)[C@@H](CCC(=O)O)NC1=O | 5 | -1.0 | -5 | -19 | -3 | 8 | -4 | 2
COc1ccc2[nH]c3c(c2c1)CCN1C(=O)C(CC(=O)NCCc2ccccn2)C[C@H](C(=O)N2CCCCC2)[C@@]31CCc1ccccc1 (stereo partly drawn) | -5 | 0.4 | . | 1 | 25 | -21 | . | -1
COC(=O)c1cccc(C(=O)N2CCCC(Nc3ccc(C)c(C)c3)C2)c1 (stereo not drawn) | -1 | -4.9 | 5 | -1 | -4 | -2 | -6 | -3
O=C(C[C@@H]1C[C@@H]2c3cc(NC(=O)Nc4ccc(F)cc4)ccc3O[C@@H]2[C@@H](CO)O1)NC1CCCC1 | 0 | -4.5 | 7[16.7 µM] | 0 | 3 | 1 | -2 | 6
COc1ccc(CC(=O)Nc2cccc(C(=O)O)c2C)cc1 | -2 | 0.3 | -1 | -1 | -16 | 8 | -20 | .
COc1ccc(CN(C)CC2CCCN(CCc3ccc(F)cc3)C2)c(OC)c1OC (stereo not drawn) | -9 | -1.6 | -13 | -4 | -4 | -9 | -11 | 0
CCN1CCN(c2nc3sc4c(c3c3ncnn23)CC(C)CC4)CC1 (stereo not drawn) | -1 | . | -2 | -1 | 126* | 1 | 6 | .
COc1ccccc1NC(=O)CCSc1ccc(C)cc1 | . | 0.6 | -7 | . | 9 | -1 | -7 | 2
COc1ccc(-c2[nH]ncc2C=O)cc1OC | 3 | 1.0 | . | -2 | . | 26 | . | -1
CN1CCN(CCCNC(=O)c2ccc3c(c2)N(Cc2ccccc2)CCS3)CC1 | -3 | 2.5 | 3 | -1 | -11 | 14 | -14 | -10
O=C(Nc1ccc(F)cc1)N[C@@H]1CC[C@H](CC(=O)N2CCOCC2)O[C@H]1CO | -4 | -0.8 | -1[16.7 µM] | 3 | 0 | 5 | -1 | 16
O=C(C[C@H]1C=C[C@@H](NC(=O)Nc2cc(F)ccc2F)[C@@H](CO)O1)Nc1ccc(-c2ccccc2)cc1 | . | -4.0 | . | . | . | -9 | 6 | 1

Quoted at random: four compounds from above
SMILES | PglD DTNB | CFTR F508del cor | miR-122 sensor | Cneo AK release | C2C12 statin | GSIS activator | PGC1a acetyl inh | FN deposition inh
COc1ccccc1NC(=O)CCSc1ccc(C)cc1 | . | 0.6 | -7 | . | 9 | -1 | -7 | 2
COC(=O)c1cccc(C(=O)N2CCCC(Nc3ccc(C)c(C)c3)C2)c1 (stereo not drawn) | -1 | -4.9 | 5 | -1 | -4 | -2 | -6 | -3
CCN1CCN(c2nc3sc4c(c3c3ncnn23)CC(C)CC4)CC1 (stereo not drawn) | -1 | . | -2 | -1 | 126* | 1 | 6 | .
COc1ccc(CC(=O)Nc2cccc(C(=O)O)c2C)cc1 | -2 | 0.3 | -1 | -1 | -16 | 8 | -20 | .

The results go on:
SMILES | PglD DTNB | CFTR F508del cor | miR-122 sensor | Cneo AK release | C2C12 statin | GSIS activator | PGC1a acetyl inh | FN deposition inh
CC1CCCN(CCOCCOc2ccc(Cl)cc2Br)C1 (stereo not drawn) | 3 | . | 1 | -2 | -17 | 11 | -26 | .
O=C(C[C@H]1C=C[C@@H](NS(=O)(=O)c2ccc(F)cc2)[C@H](CO)O1)NCc1ccncn1 | -1 | -1.1 | -2[16.7 µM] | -1 | -3 | 0 | 2 | -4
COc1ccc(OC)c(NC(=O)CN(c2ccc(C(C)C)cc2)S(=O)(=O)c2c(C)noc2C)c1 | 0 | -2.2 | 0 | 1 | 2 | -4 | -18 | -6
Cc1ccc(OCCCCn2cnc3ccccc32)cc1 | . | -0.3 | -4 | . | . | -29 | 5 | -9
COc1cccc(Nc2cc(C)nc3ccccc23)c1 | -5 | . | -2 | 6 | -13 | . | -3 | -2
N#Cc1cccnc1Nc1cccc(Cl)c1 | -2 | -0.6 | 1 | 2 | 10 | 59* | -6 | -2
Cc1ccc(S(=O)(=O)NCc2cccnc2)cc1C(=O)N1CCCC1 | 3 | -0.8 | 4 | -2 | 6 | -2 | . | 3
COc1ccc(N2CCN(C(=O)CSc3ncnc4c3cnn4-c3ccc(OC)cc3)CC2)cc1 | -1 | . | -2 | 0 | . | . | 1 | .
COc1ccc(CCNC(=O)CSc2ccc(NC(C)=O)cc2)cc1OC | 0 | 2.3 | 5 | 1 | -6 | 1 | 6 | -2
O=C(NC(CO)(CO)CO)c1coc(=O)c(Br)c1 | -1 | . | -6 | 0 | -8 | . | -12 | .
COc1ccccc1-c1ccc(C2[C@@H]3CN(S(=O)(=O)c4ccccc4)C[C@H]2N3)cc1 (stereo partly drawn) | . | -3.7 | . | . | . | -9 | -1 | -2
NC(=O)c1sc2nc(N3CCCCC3)c3c(c2c1N)CCCC3 | 3 | . | 6 | 7 | -8 | . | 8 | -2
CC(C)NC(=O)N(C)C[C@H]1Oc2cc(-c3ccccc3F)ccc2S(=O)(=O)N([C@@H](C)CO)C[C@@H]1C | 0 | 0.0 | -1[16.7 µM] | 6 | 5 | 28 | -1 | 3
O=C(O)C1CCCCC1C(=O)NCCCN1CCCC1=O (stereo not drawn) | 1 | -3.2 | 0 | -2 | 1 | -3 | . | 0
C[C@H](CO)N1C[C@H](C)[C@@H](CN(C)S(=O)(=O)c2cccs2)Oc2ccc(NC(=O)Nc3ccc(C(F)(F)F)cc3)cc2C1=O | 2 | -0.6&3.7 | -5[16.7 µM] | 8 | 0 | 25&-2 | 6 | -3&-12
Cc1sc(C(=O)NCc2cccnc2)c2nc(C)n(CC(=O)NCc3cccnc3)c(=O)c12 | 4 | . | 22 | 7 | -1 | . | 11 | .
CC(NC(=O)CSc1nc(C2CC2)n(-c2ccccc2)n1)c1ccco1 (stereo not drawn) | 5 | -3.8 | -7 | -1 | -2 | -25 | -1 | -1
NNc1cc(C(=O)O)ccc1Cl | 4 | -2.9 | 2 | 0 | . | . | 5 | -3
[O-][n+]1c2ccccc2[n+]([O-])c2cc(O)ccc21 | -1 | 5.6 | . | 2 | 2 | 14 | . | 2
C[C@@H]1CN([C@@H](C)CO)C(=O)c2cc(-c3ccc(C(=O)N(C)C)cc3)cnc2O[C@@H]1CN(C)C(=O)c1cccnc1 | 2 | -0.6 | 2[16.7 µM] | -6 | -10 | -3 | -1 | .
CCOc1ccc2nc(SCC(=O)Nc3ncccn3)[nH]c2c1 | 5 | . | 1 | 1 | -1 | . | -2 | .
C#CCOCCOCCOCCNc1nc(N2CCN(C(=O)[C@H](CCCCN)n3cc(CC(C)O)nn3)CC2)nc(N2CCN(C(=O)[C@H](Cc3ccc(O)cc3)n3cc(CCO)nn3)CC2)n1 (stereo partly drawn) | -2 | 2.5 | -6 | -1 | 7 | 1 | 10 | 25
CC1(C)Oc2ccc3ccc(=O)oc3c2C(/C=N/O)C1=O (stereo not drawn) | 0 | -2.5 | 1 | -1 | -3 | 5 | 7 | -10
CO[C@@H](CN(C)C(=O)Nc1ccc(Cl)cc1)[C@H](C)CN(Cc1ccccc1Cl)[C@H](C)CO | -2 | 0.7 | . | -4 | -27 | -14 | -23 | 9
C[C@@H]1CN([C@@H](C)CO)C(=O)c2cc(-c3ccccc3F)cnc2O[C@@H]1CN(C)C(=O)C1CCC1 | -1 | -1.1 | 0[16.7 µM] | -1 | 4 | 18 | 2 | .
O=C(CC(F)(F)F)N1C[C@@H]2[C@H](c3ccccc31)[C@@H](CO)N2C(=O)Cc1ccccc1 | 1 | -0.9 | 8[16.7 µM] | -3 | -2 | 2 | 1 | .
COc1ccccc1NC(=O)c1cc2ccc(O)cc2o/c1=N\O | -8 | . | -9 | -9 | 69* | -18 | 5 | .
O=C(CN1CC[n+]2c(-c3cccs3)csc21)c1ccc(Br)cc1 | 5 | 3.5 | . | 1 | . | -11 | . | -16
C[C@@H](NC(=O)C[C@H]1C[C@@H]2c3cc(NC(=O)c4cccnc4)ccc3O[C@@H]2[C@H](CO)O1)c1ccccc1 | -1 | -3.9 | 1[16.7 µM] | -2 | 0 | 11 | -2 | .
Cc1ccc(S(=O)(=O)N(C)C[C@H]2OCCCC[C@H](C)Oc3ccc(NS(=O)(=O)c4ccc(F)cc4)cc3C(=O)N([C@H](C)CO)C[C@H]2C)cc1 | -1 | -1.8 | -2[16.7 µM] | 2 | 17 | 1 | 3 | -8
O=C(c1ccccc1NS(=O)(=O)c1cccc([N+](=O)[O-])c1)N1CCCC1 | -3 | 1.4 | . | 2 | 6 | 8 | 5 | 5
COc1ccc(/C=C/C(=O)NCCCN2CCCC2)cc1 | -3 | 2.1 | -5 | 0 | -4 | 2 | -2 | 1
Cc1cc(C)n2ncc(/C(N)=N/OC(=O)Nc3ccc(Cl)cc3)c2n1 | 0 | 0.3 | 1 | 0 | . | . | 0 | 12
CS/C(N)=N/N=C/c1cc(C)ccc1O | . | -1.1 | . | . | . | 4 | 13 | -9
O=C(COc1ccc(/C=N/NC(=O)c2cccnc2)cc1)Nc1ccccc1 | 2 | -2.0 | -5 | 1 | 1 | 18 | . | 8
Cc1ccc(S(=O)(=O)Nc2ccc3c(c2)CC(=O)N([C@H](C)CO)C[C@H](C)[C@@H](CN(C)S(=O)(=O)c2cccs2)O3)cc1 | 3 | -4.2 | 18[16.7 µM] | -3 | 50 | -5 | -24 | .

2 of the compounds above, with two lines to a compound:
Below each compound: PglD DTNB	CFTR F508del cor	miR-122 sensor	Cneo AK release	C2C12 statin	GSIS activator	PGC1a acetyl inh	FN deposition inh
- COc1ccc(/C=C/C(=O)NCCCN2CCCC2)cc1
 : -3	2.1	-5	0	-4	2	-2	1
- Cc1cc(C)n2ncc(/C(N)=N/OC(=O)Nc3ccc(Cl)cc3)c2n1
 : 0	0.3	1	0	.	.	0	12

The list continues:
SMILES | PglD DTNB | CFTR F508del cor | miR-122 sensor | Cneo AK release | C2C12 statin | GSIS activator | PGC1a acetyl inh | FN deposition inh
NC(c1ccccc1)c1csc(Nc2ccc(C(=O)NCCCO)cn2)n1 (stereo not drawn) | 8 | 1.6 | 1 | -1 | 1 | 10 | 5 | .
CCCN(CCC)CCCNS(=O)(=O)c1ccc2c(c1)oc(=O)n2C | -3 | . | -5 | -1 | -3 | . | -2 | 4
Cc1ccc(NC(=S)N(C)C(c2ccccc2)c2ccccc2)cc1C | 8 | 1.4 | -4 | 1 | -8 | -18 | -5 | -1
O=C(CN1CCN(c2cnn(-c3ccccc3)c(=O)c2Cl)CC1)NC1CCS(=O)(=O)C1 (stereo not drawn) | 4 | -0.6 | -11 | -1 | -15 | 11 | 12 | 4
CCC(C)(C)n1nnnc1C(c1ccc(Cl)cc1)N1CCN(C)CC1 (stereo not drawn) | 0 | . | 8 | -1 | -10 | 3 | -4 | .
O=C(NCCc1ccccc1)C1CCC(CNc2c(N3CCCCC3)c(=O)c2=O)CC1 (stereo not drawn) | . | -0.9 | -3 | -3 | -4 | 7 | -1 | -4
CCOc1cc(Cl)c(NC(=O)CC)cc1OCC | -1 | . | -12 | 0 | . | -10 | . | -1
